S100A4 MyoIIA: S100A4-myosin IIA interaction inhibition | P26447 | S100A4/TAMRA-MyoIIA peptide fluorescence polarization | inhibition, % at 10.7 µM | hit rate 0.14% among 360,000;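 active = mean inhibition of at least 70% across replicates, with every replicate also reaching that level; inconclusive = mean inhibition reaches 70% but some replicates fall short; inactive = mean inhibition below 70%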
Target sequence (P26447 whole entry, looked up): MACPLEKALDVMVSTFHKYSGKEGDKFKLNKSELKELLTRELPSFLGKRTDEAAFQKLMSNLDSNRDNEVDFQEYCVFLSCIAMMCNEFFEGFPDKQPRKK
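Material: S100A4 monomer protein / Buffer or medium: 50 mM HEPES pH 7.2, 10 mM CaCl2, 100 mM KCl / Times: 5 min incubation before reading / Benchmarks: neutral control DMSO, positive control TFP / Reagent: labelled myosin peptide probe, 5 nM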
E-selectin induc: induces E-selectin expression in human endothelial cells | P16581 | HUVEC E-selectin immunofluorescence imaging; normalized: neutral wells 0, TNF-alpha wells 100 | activation, % at 7.58 µM | hit rate 0.37% among 260,000 | AID 686992;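 active = mean E-selectin-positive cell signal at least 10% of the positive control, reached in at least 60% of replicates, without over 20% cell loss; inconclusive = no rule given, readout overlaps actives, possibly toxicity-flagged; inactive = the rest, including those meeting only one limit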;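 note: in these data hits start at about 27%; measured in HUVEC primary endothelial cells; signal is the percent of cells scored E-selectin positive by PE staining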
Target sequence (P16581 whole entry, looked up): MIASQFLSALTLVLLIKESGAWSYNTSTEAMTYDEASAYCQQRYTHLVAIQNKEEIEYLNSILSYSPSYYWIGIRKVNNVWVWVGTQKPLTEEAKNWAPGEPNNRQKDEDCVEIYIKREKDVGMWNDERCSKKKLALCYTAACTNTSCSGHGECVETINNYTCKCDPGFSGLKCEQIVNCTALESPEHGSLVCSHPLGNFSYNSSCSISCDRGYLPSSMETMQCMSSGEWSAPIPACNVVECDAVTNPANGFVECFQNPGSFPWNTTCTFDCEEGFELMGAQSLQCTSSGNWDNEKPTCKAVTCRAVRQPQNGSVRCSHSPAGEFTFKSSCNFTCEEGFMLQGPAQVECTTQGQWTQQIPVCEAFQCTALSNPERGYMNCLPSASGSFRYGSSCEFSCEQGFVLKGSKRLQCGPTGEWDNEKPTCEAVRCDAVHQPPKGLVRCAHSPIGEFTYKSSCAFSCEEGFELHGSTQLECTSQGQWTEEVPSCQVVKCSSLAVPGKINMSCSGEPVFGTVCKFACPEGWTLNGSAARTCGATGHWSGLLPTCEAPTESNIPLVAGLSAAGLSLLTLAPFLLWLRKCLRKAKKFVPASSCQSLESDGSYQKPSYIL
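Test system: HUVEC; input: 3,000 HUVEC/well; measured by: immunofluorescence imaging; read-out: % PE-positive cells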
ERp5 inh: blocks human ERp5 reductase activity on insulin; Q15084; ERp5 insulin aggregation, absorbance 650 nm, 90 min; inhibition, % at 9.99 µM; hit rate 0.05% among 350,000; AID 651711;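 active = mean replicate inhibition above about 25%, with every replicate also reaching it, limit read from the data, passing the limit was not always enough; inconclusive = only one of those two criteria met; inactive = neither criterion met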
PglD inh: inhibitors of Campylobacter jejuni PglD acetyltransferase. purified PglD enzyme, DTNB colorimetric CoA detection. inhibition, % at 12.5 µM. hit rate 0.098% among 360,000. AID 602405; in the data active = inhibition above about 16%, passing the limit was not always enough; inconclusive = no clear call, values can overlap the other calls; note: strong numbers were not always called active
SIRT5 block: sirtuin-5 (human) deacylase inhibition | inhibition, % at 15 µM | Purified SirT5, succinyl-peptide AMC, trypsin-coupled fluorescence | AID 652115 | Q9NXA8 | hit rate 1.1% among 330,000; in the data active = inhibition above about 15%; inconclusive = no clear call, values can overlap the other calls
Target sequence (Q9NXA8 whole entry, looked up): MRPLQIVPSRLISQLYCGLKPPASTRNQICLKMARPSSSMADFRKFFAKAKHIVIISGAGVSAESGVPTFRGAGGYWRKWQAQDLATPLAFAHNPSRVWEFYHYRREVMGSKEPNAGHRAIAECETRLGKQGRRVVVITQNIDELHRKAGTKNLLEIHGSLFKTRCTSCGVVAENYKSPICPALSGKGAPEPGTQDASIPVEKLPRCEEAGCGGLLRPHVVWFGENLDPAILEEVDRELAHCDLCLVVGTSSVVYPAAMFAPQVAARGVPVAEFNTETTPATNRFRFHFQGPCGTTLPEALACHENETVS
DENV2 CPE: inhibitors of DENV2 cytopathic effect. hit rate 1.7% among 350,000. AID 651640. DENV2-infected cells, cytopathic effect rescue, plate reader. CPE inhibition, % at 9.99 µM; in the data active = CPE inhibition above about 20%, passing the limit was not always enough; inconclusive = no clear call, values can overlap the other calls; tested in BHK-21 cells;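 note: 0% = median of neutral control wells and 100% = median of positive control wells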
Statin myotox sup: suppressors of simvastatin-induced myotoxicity in C2C12 myotubes; ATP luminescence, 48 h; scaled: DMSO 0, geranylgeraniol control 100; rescue of ATP level, % at 7.49 µM; hit rate 0.78% among 330,000; AID 602340;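 active = mean ATP rescue above about 67%, or every replicate alone reaching that limit, limit read from the data, passing the limit was not always enough; inconclusive = no clear call, values can overlap the other calls; inactive = mean under the limit and some replicate under it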;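 note: myotubes were challenged with 10 µM simvastatin during compound exposure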
* marks the source's active call; other numbers are inactive results; u = inconclusive; x = not tested or not shown; & = joins results of further samples.

| compound | S100A4 MyoIIA | E-selectin induc | ERp5 inh | PglD inh | SIRT5 block | DENV2 CPE | Statin myotox sup |
| --- | --- | --- | --- | --- | --- | --- | --- |
| CC(C)CC(NC(=O)c1ccccc1)C(=O)OCC(=O)Nc1ccc(S(N)(=O)=O)cc1 (stereo not given) | -6 | x | 1 | 0 | 1 | 3 | x |
| O=C(COc1ccc(S(=O)(=O)N2CCCCC2)cc1)NCc1cccnc1 | -4 | x | 1 | -3 | 3 | 0 | -12 |
| CCn1c2ccccc2c2nnc(SCC(=O)c3c(N)n(C)c(=O)n(C)c3=O)nc21 | 2 | 3.7 | 2 | x | -3 | 3 | x |
| Cn1cc(-c2coc3c(C(=O)Nc4ccccc4)cccc23)cn1 | 1 | 0.2 | 3 | -4 | 0 | 1 | -15 |
| CCc1nc2ccccc2n1CC(=O)N1CCN(Cc2ccccc2)CC1 | -3 | x | 2 | x | -2 | 7 | x |
| CCC1CCCCN1S(=O)(=O)c1ccccc1 (stereo not given) | -5 | 0.4 | 0 | 0 | -1 | -6 | 0 |
| CCOC(=O)C1=C(COC(=O)/C=C/c2ccco2)NC(=O)NC1C (stereo not given) | 1 | 6.3 | -3 | 6 | 2 | 5 | 7 |
| CCN1CCCc2cc(CN(CCN3CCOCC3)C(=S)Nc3cc(F)cc(F)c3)ccc21 | -13 | -0.2 | -2 | -5 | -2 | 5 | -5 |
| CCC1(CC)NC(=O)N(CC(=O)Nc2cccc3ccccc23)C1=O | 4 | x | 0 | 3 | 0 | -3 | 0 |
| Cc1ccccc1NC(=O)COC(=O)C1C2CC3OC(=O)C1C3C2 (stereo not given) | -18 | -0.1 | 0 | 4 | -3 | 8 | 29 |
| CCCNc1nc(Cl)nc(NCc2cccnc2)n1 | 11 | x | x | x | 0 | u | x |
| CCOC(=O)CSc1nc(COc2ccccc2)nc2ccccc12 | -1 | 0.0 | 2 | 3 | -1 | -6 | -1 |
| C[C@@H]1CN([C@H](C)CO)C(=O)Cc2cc(NC(=O)Nc3cccc4ccccc34)ccc2O[C@@H]1CN(C)CC1CCCCC1 | 7 | -0.4 | 0 | -2 | -1 | 0 | -5 |
| CCN(CC)S(=O)(=O)c1ccc(-c2nnc(SCC(N)=O)n2CC)cc1 | -6 | -0.2 | -7 | x | -4 | 2 | x |
| COC(=O)c1ccc(CSc2nc3sc(C)c(C)c3c(=O)[nH]2)cc1 | -1 | x | 2 | -1 | 3 | 0 | x |
| COc1ccc(CN(C)C[C@H]2OCCCC[C@@H](C)Oc3ccc(NC(=O)c4ccccc4)cc3C(=O)N([C@@H](C)CO)C[C@@H]2C)cc1 | 4 | -0.1 | 4 | -1 | 0 | 10 | x |

Pulled one by one from the list above (two):
| compound | S100A4 MyoIIA | E-selectin induc | ERp5 inh | PglD inh | SIRT5 block | DENV2 CPE | Statin myotox sup |
| --- | --- | --- | --- | --- | --- | --- | --- |
| COC(=O)c1ccc(CSc2nc3sc(C)c(C)c3c(=O)[nH]2)cc1 | -1 | x | 2 | -1 | 3 | 0 | x |
| CCC1(CC)NC(=O)N(CC(=O)Nc2cccc3ccccc23)C1=O | 4 | x | 0 | 3 | 0 | -3 | 0 |

New compounds follow
| compound | S100A4 MyoIIA | E-selectin induc | ERp5 inh | PglD inh | SIRT5 block | DENV2 CPE | Statin myotox sup |
| --- | --- | --- | --- | --- | --- | --- | --- |
| COc1cc(NCCCn2cnc3c(OCc4ccccc4)ncnc32)cc(OC)c1OC | -4 | 0.3 | 0 | -6 | -2 | -2 | 5 |
| COC(=O)c1c(N2C(=O)CC(Sc3ncccc3C(=O)O)C2=O)sc(C)c1C (stereo not given) | -1 | 2.2 | -3 | x | x | -6 | x |
| Cc1cccc(CC(=O)OCn2nnc3ccccc3c2=O)c1 | 2 | -0.2 | -3 | 0 | -2 | 1 | -1 |
| O=S(=O)(Nc1ccc(O)c2ccccc12)c1cccs1 | -3 | -0.1 | -3 | -2 | 2 | 6 | 1 |
| NS(=O)(=O)c1ccc2nc(-c3ccccc3)c(-c3ccccc3)nc2c1 | -1 | x | 7 | -3 | -4 | 0 | 14 |
| COc1ccc(S(=O)(=O)Nc2ccc3c(c2)C(=O)N([C@H](C)CO)C[C@H](C)[C@@H](CN(C)S(=O)(=O)c2ccccc2)OCCCC[C@@H](C)O3)cc1 | -4 | 0.2 | 4 | x | 3 | 19 | x |
| O=C(c1ccc(S(=O)(=O)NCc2ccco2)cc1)N1CCN(c2ccc(F)cc2)CC1 | 2 | x | -12 | -5 | 1 | -5 | 16 |
| O=C(C[C@@H]1C=C[C@@H](NC(=O)c2ccccc2)[C@@H](CO)O1)Nc1ccc(-c2ccccc2)cc1 | -8 | 0.0 | -3 | 0 | -2 | -2 | 10 |
| O=C(NCCc1ccccc1)c1ccc2[nH]c(=O)c(=O)[nH]c2c1 | 0 | x | 6 | -5 | -7 | 4 | -2 |
| OC(COc1ccc(F)cc1)CN1CCN(CC(O)COc2ccc(F)cc2)CC1 (stereo not given) | -2 | -0.3 | 2 | 0 | -5 | -3 | -15 |
| C[C@@H]1CN([C@H](C)CO)C(=O)Cc2cc(NS(=O)(=O)c3cn(C)cn3)ccc2O[C@H]1CN(C)Cc1ccc(C(F)(F)F)cc1 | 16 | 3.0 | -2 | 3 | 7 | -5 | 2 |
| C[C@@H]1CN([C@@H](C)CO)S(=O)(=O)c2ccc(C3=CCCCC3)cc2O[C@H]1CN(C)C(=O)Cc1cccnc1 | 13 | 0.1 | 6 | 0 | 2 | 1 | -26 |
| CCOC(=O)c1c(CSC(=N)N)n(-c2ccccc2)c2cc(Br)c(OC(C)=O)cc12 | -2 | 1.3 | 1 | x | -3 | 5 | -9 |
| CC(=O)Nc1ccc(S(=O)(=O)NCC(=O)NCCc2ccc(S(N)(=O)=O)cc2)cc1 | -4 | x | 2 | -10 | -5 | 10 | 7 |
| COc1ccc(NC(=O)N(C)C[C@H]2OCCCC[C@@H](C)Oc3ccc(NC(=O)CCC(F)(F)F)cc3C(=O)N([C@H](C)CO)C[C@H]2C)cc1 | u | -0.1 | -4 | 3 | 6 | -3 | 20 |
| O=C(COc1ccccc1[N+](=O)[O-])N/N=C/c1ccc(OC(=O)c2ccco2)cc1 | 0 | x | 0 | 2 | x | 10 | x |
| CS(=O)(=O)N(Cc1ccccc1)c1ccccn1 | 0 | x | 2 | -3 | 0 | 0 | -8 |
| O=C(CNC(=O)c1cccs1)NCC(=O)OCC(=O)c1ccccc1 | -7 | 3.4 | -3 | 1 | -4 | -1 | 3 |
| O=C(Nc1ccccc1)[C@@H]1[C@@H](CO)[C@@H]2Cn3c(cccc3=O)[C@@H]2N1Cc1ccccc1Cl | -12 | -0.2 | 7 | -1 | 2 | 12 | 9 |
| COC(=O)Oc1ccc(/C=N/NC(=O)CSCc2ccc(Cl)cc2)cc1OC | 4 | 0.0 | 3 | x | -3 | -1 | x |
| Cc1nc(C(F)(F)F)ccc1C(=O)N1CCCCC1 | -1 | 1.6 | -1 | 11 | -7 | 12 | x |
| C[C@H](CO)N1C[C@H](C)[C@@H](CN(C)Cc2ccc(-c3ccccc3)cc2)Oc2ccc(NC(=O)CCN3CCOCC3)cc2CC1=O | 14 | -0.3 | -7 | x | 1 | -7 | 23 |
| CCCCN1CC(COCc2ccccc2)Oc2cccc(OCc3ccc(OC)cc3)c2S1(=O)=O (stereo not given) | -3 | -3.0 | 0 | 1 | -4 | 5 | 2 |
| COCCCNCCCCOc1cccc(Br)c1 | -1 | x | 2 | 0 | -4 | 3 | x |
| COc1ccc(S(=O)(=O)Nc2cccc3c2O[C@@H](CN(C)S(=O)(=O)c2ccc(C)cc2)[C@@H](C)CN([C@@H](C)CO)C3=O)cc1 | x | -0.1 | x | 0 | x | -7 | -18 |
| O=[N+]([O-])c1ccccc1/C=N\N1CCN(c2ccccc2)CC1 | 3 | x | 3 | x | -5 | -3 | x |
| O=C(NC1CCCCC1)c1cc2ccccc2cc1O | 0 | x | 2 | -5 | 0 | 1 | -8 |
| O=C1CCC2(CC1)NC(=O)N(c1ccccc1)N2 | -1 | 0.0 | 5 | x | 0 | -1 | x |
| CN=C(Nc1ccccc1)SC1CC(=O)N(c2cccc(OC)c2)C1=O (stereo not given) | 5 | -0.2 | -1 | -5 | 1 | -8 | 2 |
| O=C(COC(=O)c1cccnc1Cl)NCCC1=CCCCC1 | -3 | 0.6 | 1 | -6 | 1 | 4 | 4 |
| Cc1ccc(C2Nc3ccccc3C(=O)N2CCCN2CCOCC2)cc1 (stereo not given) | -3 | 0.0 | -5 | x | -7 | 2 | 6 |
| O=C(NC[C@H]1N[C@H](CO)[C@@H]1c1ccc(C2=CCCC2)cc1)C1CCCCC1 | -2 | 0.2 | 5 | x | 1 | 4 | x |
| O=C(NCCc1ccc(Cl)cc1Cl)c1cncc(Br)c1 | 2 | 0.6 | 0 | -4 | -5 | -1 | -10 |
| O=C(NC1CCCCC1)C1CCC(CNS(=O)(=O)c2ccccc2)CC1 (stereo not given) | 7 | 0.0 | 3 | -3 | -5 | u | 5 |
| C[C@H](CO)N1C[C@H](C)[C@@H](CN(C)S(=O)(=O)c2cccs2)Oc2ccc(NC(=O)NC3CCCCC3)cc2C1=O | 2&-7 | -2.5&-0.2 | 2&6 | -2&-2 | 4&1 | 0&16 | -5 |
| CCOc1cc(/C=N/NC(=O)C(C)Sc2ccccc2)ccc1O (stereo not given) | -3 | 2.8 | 2 | x | 0 | -5 | x |
| COc1ccc(NC(=O)N(C)C[C@H]2OCCCC[C@@H](C)Oc3ccc(NC(=O)c4ccncc4)cc3C(=O)N([C@@H](C)CO)C[C@H]2C)cc1 | x | 0.3 | x | 3 | x | 4 | x |
| CC(=O)c1ccc(NC(=O)Cn2cnc(S(=O)(=O)N3CCOCC3)c2)cc1 | 6 | x | 4 | -3 | 2 | 6 | -1 |
| C[C@@H]1CN([C@@H](C)CO)C(=O)c2cc(NS(=O)(=O)c3ccc(F)cc3)ccc2O[C@@H]1CN(C)C(=O)Nc1ccc(F)cc1 | 2 | 0.3 | -5 | -3 | -2 | 1 | -1 |
| O=C(C[C@@H]1CC[C@@H]2[C@H](COC[C@H](O)CN2C(=O)c2ccc3c(c2)OCO3)O1)NCCN1CCCC1 | -59 | 0.1 | -4 | x | 2 | 31* | x |
| COC(=O)c1ccc2nc(-c3ccc(OC)c(OC)c3)c(Cc3ccccc3C(F)(F)F)n2c1 | -2 | -0.1 | 1 | x | 22* | -11 | x |
| CC1CCCN(C(=O)COC(=O)c2cc(-c3cccs3)nn2-c2ccccc2)C1 (stereo not given) | -2 | -0.1 | -2 | -2 | 0 | 9 | 2 |
| CCc1ccc2[nH]c(=O)c(CN(Cc3ccco3)C(=S)NCC3CCCO3)cc2c1 (stereo not given) | -15 | x | -1 | x | -2 | 1 | x |
| COc1ccc(S(=O)(=O)N(C)C)cc1NC(=O)CN1C(=O)NC2(CCCC2)C1=O | -3 | x | 21 | 2 | -2 | -5 | 1 |
| CC(c1ccccc1)N(C)C(=O)CSc1nnc(C2CC2)n1C1CC1 (stereo not given) | -5 | u | -8 | -5 | -4 | 1 | -5 |
| COc1cccc(-c2nc3ccc(C(=O)N4CCCC(O)C4)cc3o2)c1 (stereo not given) | -2 | x | 4 | 4 | -2 | -7 | x |
| CCC(CC)C(=O)Nc1nnc(S(=O)(=O)Nc2ccc(OC)cc2)s1 | -1 | 0.0 | 2 | -2 | 0 | 7 | 0 |
| COc1ccc2c3c([nH]c2c1)[C@@H](CO)N(Cc1ccc(Cl)cc1)CC31CCN(Cc2nccs2)CC1 | 16 | -0.1 | 4 | x | 5 | -3 | x |
| O=C(NCCCN1CCOCC1)c1cc2c([nH]c3ccccc32)c(-c2cccc(Br)c2)n1 | -2 | x | 2 | 2 | x | -1 | -6 |
| O=C(COc1ccccc1Cl)Nc1ccc(N2CCN(C(=O)c3ccccc3)CC2)cc1 | -1 | -0.5 | 2 | -5 | 3 | -12 | -3 |

High-throughput results (PubChem)

These rows are one share of the data; count on the stated rates, not on these rows.
